hERG WT inh: qHTS for Inhibitors of KCHN2 3.1: Wildtype qHTS | Voltage-gated inwardly rectifying potassium channel KCNH2 (Homo sapiens), Q12809 | U2OS, BacMam KCNH2, thallium flux FluxOr; stronger effect = lower value | activity change, % at 1.84 µM | actives 0.37% (n = 340,000);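 active = maximum activity change below -70%; inconclusive = maximum activity change between -70% and -50%; inactive = maximum activity change above -50%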
Target sequence (Q12809 whole entry, looked up): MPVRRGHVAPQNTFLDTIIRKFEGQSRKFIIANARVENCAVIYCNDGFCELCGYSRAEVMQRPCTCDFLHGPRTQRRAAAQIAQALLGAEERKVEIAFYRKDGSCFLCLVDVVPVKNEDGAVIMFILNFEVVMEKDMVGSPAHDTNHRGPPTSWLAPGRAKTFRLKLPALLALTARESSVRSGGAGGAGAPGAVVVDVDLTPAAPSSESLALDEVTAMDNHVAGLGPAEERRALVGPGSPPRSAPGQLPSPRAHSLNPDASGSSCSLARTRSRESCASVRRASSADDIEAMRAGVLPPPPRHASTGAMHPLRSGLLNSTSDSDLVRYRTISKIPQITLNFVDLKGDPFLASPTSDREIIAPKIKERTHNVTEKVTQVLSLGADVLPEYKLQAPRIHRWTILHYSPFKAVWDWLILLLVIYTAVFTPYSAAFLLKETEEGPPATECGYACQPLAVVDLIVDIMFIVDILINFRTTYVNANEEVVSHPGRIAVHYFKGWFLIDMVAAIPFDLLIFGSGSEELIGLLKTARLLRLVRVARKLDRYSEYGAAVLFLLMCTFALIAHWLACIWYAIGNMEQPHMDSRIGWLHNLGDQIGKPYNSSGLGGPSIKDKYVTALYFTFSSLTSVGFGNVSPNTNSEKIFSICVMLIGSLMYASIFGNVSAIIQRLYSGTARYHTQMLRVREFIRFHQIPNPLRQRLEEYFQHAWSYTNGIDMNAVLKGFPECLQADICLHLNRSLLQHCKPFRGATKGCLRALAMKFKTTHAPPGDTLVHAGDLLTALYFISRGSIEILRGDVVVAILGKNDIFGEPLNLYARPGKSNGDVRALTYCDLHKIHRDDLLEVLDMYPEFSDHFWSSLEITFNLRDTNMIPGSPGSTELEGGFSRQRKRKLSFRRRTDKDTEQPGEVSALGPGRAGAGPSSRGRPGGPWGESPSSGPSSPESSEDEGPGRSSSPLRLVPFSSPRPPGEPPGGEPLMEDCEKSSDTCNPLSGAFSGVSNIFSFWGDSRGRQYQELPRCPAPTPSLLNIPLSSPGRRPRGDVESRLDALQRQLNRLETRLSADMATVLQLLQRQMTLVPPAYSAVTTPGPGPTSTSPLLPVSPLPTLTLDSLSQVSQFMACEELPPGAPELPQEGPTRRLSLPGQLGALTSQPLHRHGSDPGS
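U2OS cells transduced with wild-type KCNH2 virus are loaded with FluxOr dye for 45 min, and thallium flux is measured in kinetic reads before and after stimulation buffer. Rate constants are normalized to DMSO controls.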
KCNH2 3.1 block: qHTS for Inhibitors of KCHN2 3.1: Mutant qHTS; Potassium voltage-gated channel subfamily H member 2, brain isoform KCNH2 3.1 (human); U2OS KCNH2 3.1, thallium flux FluxOr; stronger effect = lower value; activity change, % (tested at about 1.8 µM); actives 0.95% (n = 340,000); AID 720553, 2013;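 active = maximum activity change below -70%; inconclusive = maximum activity change from -70% to -50%; inactive = maximum activity change above -50%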;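 note: thallium influx rate constant from kinetic fluorescence after stimulation buffer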
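Steps: virus added to U2OS suspension (4 h, RT, dark); medium with 10% FBS added, cells plated, 37 C overnight; FluxOr/Red40 loading buffer 45 min RT; stimulation buffer, 2 min kinetic read; rate constant normalized.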
Starred values were filed as active, the others as inactive; ? = inconclusive. % is set by controls: 0 for no effect and ±100 for the full control effect.

Structure | hERG WT inh | KCNH2 3.1 block
C[C@@H]1CN([C@@H](C)CO)C(=O)c2ccccc2-c2ccccc2CO[C@@H]1CN(C)S(=O)(=O)c1ccc(C(F)(F)F)cc1 | 19 | 1
N#Cc1ccc(OCC(=O)Nc2nc(-c3ccccn3)cs2)cc1 | 19 | 7
COc1ccc(S(=O)(=O)N(C)C[C@H]2OCCCC[C@H](C)Oc3ccc(NC(=O)Nc4ccc(F)cc4)cc3C(=O)N([C@H](C)CO)C[C@H]2C)cc1 | -9 | 14
CSC[C@H]1CN(Cc2cccnc2)C(=O)[C@@H]1CC(=O)Nc1ccc(Br)cc1 | 18 | -1
COc1cccc(NC(=O)C2CCN(S(=O)(=O)c3ccc(N4CCCC4=O)cc3)CC2)c1 | 3 | 4
Cc1ccc(S(=O)(=O)N(C)C[C@@H]2OCc3cnnn3CCCC(=O)N([C@@H](C)CO)C[C@@H]2C)cc1 | -9 | -10
COCC1CCN(C(=O)c2ccc3nc(Cc4cccc(Cl)c4)oc3c2)CC1 | 7 | -6
O=C(NC1CC1)c1ccc(CSCc2ccc(Cl)cc2)o1 | 1 | -7

(continued)
Structure | hERG WT inh | KCNH2 3.1 block
CCCn1c(N)c(N(CCOC)C(=O)COC(=O)COc2c(C)cc(C)cc2C)c(=O)[nH]c1=O | ? | -4
C[C@H]1CN([C@@H](C)CO)C(=O)CCCn2nncc2CO[C@@H]1CN(C)S(=O)(=O)c1ccc(-c2ccccc2)cc1 | -6 | 7
CC(=Cc1cccs1)C(=O)c1ccccc1 | -2 | 5
CN1CCN(C(=O)C(=O)c2cn(CC(=O)N3CCOCC3)c3ccccc23)CC1 | -16 | -13
O=C(Nc1cccc(C(=O)O)c1)/C(=C\c1ccc2c(c1)OCO2)NC(=O)c1ccccc1Br | 0 | 11
Cc1cccc(NC(=O)c2ncn3c2C(=O)NC[C@H]3C)c1 | -6 | 7
O=C(CCCCCN1C(=O)c2cccc([N+](=O)[O-])c2C1=O)NCCc1ccccc1 | 2 | -3
CC(C)(C)c1cc(NC(=O)COC(=O)c2ccccc2O)n(-c2ccccc2)n1 | 3 | -15

Further structures
Structure | hERG WT inh | KCNH2 3.1 block
CCn1cc(/C=C(\NC(=O)c2ccccc2)C(=O)NCCCn2ccnc2)c2ccccc21 | 11 | 0
Cc1ccc(Cc2c(-c3ccc(Cl)cc3)nc3ccc(Br)cn23)cc1 | 2 | -6
COC(=O)c1cn(C)c2ccc(S(=O)(=O)N(C)C3CCCCC3)cc2c1=O | 13 | 0
COc1ccc(C(=O)COC(=O)CCn2c(C)csc2=O)c(OC)c1 | -1 | 0
C[C@@H]1CN([C@@H](C)CO)S(=O)(=O)c2ccc(Br)cc2O[C@H]1CN(C)Cc1ccccc1F | -9 | -17
C[C@@H](O)C#Cc1ccc2c(c1)O[C@H](CN(C)C(=O)Nc1ccccc1)[C@@H](C)CN([C@@H](C)CO)S2(=O)=O | -2 | 0
O=[N+]([O-])c1ccc2cccnc2c1 | 0 | -6
CCCNC(=O)N(C)C[C@@H]1Oc2ncc(-c3ccncc3)cc2C(=O)N([C@H](C)CO)C[C@@H]1C | 2 | 6

The results go on:
Structure | hERG WT inh | KCNH2 3.1 block
C=CCCC(=O)N1C[C@H]2CON(C)[C@H]2C[C@H]1c1cccc(N2CCOCC2)c1 | 6 | -6
CN(CC(=O)Nc1ccc(Cl)c(Cl)c1)CC(=O)N1CCc2ccccc21 | -8 | -32
COc1ccc(CN(C)C(=O)c2cc(-c3ccccc3)nc3ccc(C)cc23)c(OC)c1 | -10 | -16
N#Cc1cc2ccncc2c2ccccc12 | 0 | 7
Cc1ccc(C)c(C(=O)OCC(=O)NC(=O)NCc2ccccc2)c1 | 4 | -11
O=C(Nc1c(F)c(F)c(F)c(F)c1F)c1ccc(Br)o1 | -4 | 3
CC1C(=O)N(Cc2cn(CCC3OCCCO3)nn2)CCS(=O)(=O)N1Cc1ccc(-c2ccc(Cl)nc2)cc1 (centres undefined) | 1 | -3
CNC[C@@H]1OCc2ccccc2-c2c(n(C)c3ccccc23)C(=O)N([C@H](C)CO)C[C@@H]1C | -4 | -1

The list continues.
Structure | hERG WT inh | KCNH2 3.1 block
C[C@@H]1CN([C@H](C)CO)C(=O)c2c(c3ccccc3n2C)-c2ccccc2CO[C@H]1CN(C)Cc1ccc(-c2ccccc2)cc1 | -7 | -15
CCCCCCCCCC1(CC(=O)OCC)SCCN1C(N)=O (centres undefined) | 1 | -2
O=c1onc(-c2ccccc2)n1Cc1ccc([N+](=O)[O-])cc1 | 9 | 2
CC(C)CC1C(=O)N(Cc2cn(Cc3ccco3)nn2)CCS(=O)(=O)N1Cc1ccc(-c2cccc(CO)c2)cc1 (centres undefined) | 26 | -8
CC1=C(C(=O)N(C)C)CC(CC(=O)NCCN2CCOCC2)C(=O)N1Cc1ccc(C(C)(C)C)cc1 (centres undefined) | -5 | -8
C[C@H](O)[C@@H]1CN2CCc3c([nH]c4ccc(-c5ccc6c(c5)OCO6)cc34)[C@@H]2C[C@@H]1N(C)C(=O)Nc1ccc(F)cc1 | -24 | -47
O=C(OCc1cn([C@H]2CN(C(=O)C3CCCCC3)[C@@H](c3ccc(Cl)cc3)C[C@@H]2O)nn1)c1ccccc1 | -5 | -3
COc1cccc(NC(=O)c2cccc(NC(=O)c3ccco3)c2)c1 | 10 | 9

Quoted at random: 2 records from the list.
Structure | hERG WT inh | KCNH2 3.1 block
COc1cccc(NC(=O)c2cccc(NC(=O)c3ccco3)c2)c1 | 10 | 9
CC(C)CC1C(=O)N(Cc2cn(Cc3ccco3)nn2)CCS(=O)(=O)N1Cc1ccc(-c2cccc(CO)c2)cc1 (centres undefined) | 26 | -8

Next entries follow.
Under each structure: hERG WT inh | KCNH2 3.1 block
> COc1ccc(NC(=O)N(C)C[C@@H]2OCc3cnnn3CCCC(=O)N([C@@H](C)CO)C[C@H]2C)cc1
    14 | -15
> CCCCCC(=O)N1C[C@@H](n2cc(C3CC3)nn2)[C@H](O)C[C@@H]1c1ccc(C)cc1
    2 | -4
> C[C@H](CO)N1C[C@H](C)[C@H](CN(C)Cc2ccncc2)Oc2ncc(C#CC3CC3)cc2C1=O
    -3 | 5
> O=C(NCc1nnnn1-c1ccccc1)c1ccc2ccccc2c1
    12 | 6
> CCOC(=O)c1ccc(NC(=O)c2nc[nH]c2C(=O)N[C@H](C)CO)cc1
    -8 | 3
> C[C@H]1CN([C@@H](C)CO)C(=O)CCCn2cc(nn2)CO[C@@H]1CN(C)S(=O)(=O)c1ccc(-n2cccn2)cc1
    13 | 6
> COc1ccc(CC(=O)NNC(=S)NC(=O)c2cc(OC)c(OC)c(OC)c2)cc1
    -7 | 9
> C[C@@H]1CN([C@@H](C)CO)C(=O)CCCn2nncc2CO[C@@H]1CN(C)S(=O)(=O)c1ccccc1F
    -8 | 4
> C[C@H](CO)N1C[C@H](C)[C@@H](CN(C)Cc2cccc(C(F)(F)F)c2)OCc2cnnn2CCCC1=O
    3 | 10
> Cc1cc(C)c(NC(=S)NC(=O)c2ccccc2)cc1C
    -29 | -8
> C[C@@H]1CN([C@@H](C)CO)C(=O)CCCn2nncc2CO[C@H]1CN(C)S(=O)(=O)c1cccc(F)c1
    2 | 0
> C[C@@H]1CN([C@@H](C)CO)C(=O)c2cc(Br)cnc2O[C@H]1CN(C)C(=O)c1ccccc1F
    -10 | 9
> CC(C)(C)c1nnc(NC(=O)CCC2CCCCC2)s1
    -7 | -8
> CCOC(=O)c1ccc(NC(=O)NC2=NCCS2)cc1
    -1 | 2
> Cc1ccc(-c2nn3c(-c4ccccc4)nnc3o2)cc1
    10 | 6
> CC(C)OC(=O)N(C)C[C@@H]1OCc2cnnn2CCCC(=O)N([C@H](C)CO)C[C@@H]1C
    -2 | -5
> C[C@H]1CCCCO[C@H](CN(C)C(=O)C2CCCCC2)[C@@H](C)CN([C@@H](C)CO)C(=O)c2cc(NC(=O)NC3CCCCC3)ccc2O1
    -2 | 6
> CC(C)c1cc(C(F)(F)F)nc(NNc2nc(C(C)C)cc(C(F)(F)F)n2)n1
    -29 | 2
> Cc1ccc(NC(=O)N2CCOCC2)cc1NC(=O)N1CCOCC1
    -1 | -5
> CC(C)CC1C(=O)N(Cc2cn(CC3CCCCC3)nn2)CCS(=O)(=O)N1Cc1ccc(-c2ccc(F)nc2)cc1 (centres undefined)
    0 | 3

3 compounds from above, arranged by molar mass, smallest number first.
Under each structure: hERG WT inh | KCNH2 3.1 block
> Cc1cc(C)c(NC(=S)NC(=O)c2ccccc2)cc1C
    -29 | -8
> CC(C)c1cc(C(F)(F)F)nc(NNc2nc(C(C)C)cc(C(F)(F)F)n2)n1
    -29 | 2
> COc1ccc(CC(=O)NNC(=S)NC(=O)c2cc(OC)c(OC)c(OC)c2)cc1
    -7 | 9

The results go on:
Under each structure: hERG WT inh | KCNH2 3.1 block
> CCOC(=O)C1CC(=NO)c2ccc(OC)c(OC)c2C1 (centres undefined)
    22 | -3
> COc1ccc(S(=O)(=O)N(C)C[C@H]2OCc3cn(nn3)CCCC(=O)N([C@H](C)CO)C[C@@H]2C)cc1
    24 | 14
> COC(=O)CCN1CCC2CC1c1cc(N3CCCCC3)ccc12 (centres undefined)
    -4 | -1
> CC1(c2cccc(Br)c2)NC(=O)N(CC(=O)c2ccc3c(c2)OCO3)C1=O (centres undefined)
    -10 | 4
> O=C(c1ccoc1)N1CCN(c2cc(-c3ccco3)nc3cc(-c4ccccc4)nn23)CC1
    -2 | -2
> O=C(COC(=O)/C=C/c1ccc(F)cc1)NC(=O)NCc1ccccc1
    15 | -5
> Cc1ccc(S(=O)(=O)N2CCCc3ccccc32)cc1
    -11 | -11
> Cc1ccc(S(=O)(=O)N2CCCCC2)cc1NC(=O)COC(=O)c1cccc(O)c1
    -2 | 11
> COC(=O)C[C@H]1C[C@@H]2c3cc(NS(=O)(=O)c4cccc(OC)c4)ccc3O[C@@H]2[C@@H](CO)O1
    -1 | -6
> CCOc1ccc(NC(=O)COC(=O)c2c[nH]c3ccccc23)cc1
    -3 | -4
> O=C(c1ccco1)N1CCN(C(=O)c2ccc(CS(=O)c3ccc(Br)cc3)o2)CC1 (centres undefined)
    1 | 0
> CCOC(=O)C(C(=O)c1ccccc1)C(c1ccccc1)c1nccc2ccccc12 (centres undefined)
    3 | -15
> Nc1ccn(CCCN2CCN(Cc3cccc4ccccc34)CC2)c(=O)n1
    0 | -11
> COc1ccc(-c2ccc(CN3C(CC(C)C)C(=O)N(Cc4cn(CCC5OCCCO5)nn4)CCS3(=O)=O)cc2)cc1OC (centres undefined)
    -13 | -5
> Nc1ccc2c(c1)C(=O)CCC2
    9 | 13
> Nc1c(CNCc2nnn(Cc3ccccc3)c2N)nnn1Cc1ccccc1
    -5 | 3
> CC(C)C[C@H]1COc2cc(Br)ccc2S(=O)(=O)N1
    2 | 3
> CCOc1ccc(C(=O)COC(=O)Cn2[nH]c(=O)c3ccccc3c2=O)cc1
    3 | 9
> CCN(C(=O)CN1C(=O)S/C(=C\c2ccccc2Cl)C1=O)C1CCS(=O)(=O)C1 (centres undefined)
    3 | 0
> CCN(CC)S(=O)(=O)c1ccc(C(=O)NC(=S)N2CCCCC2C)cc1 (centres undefined)
    -2 | 3

Reprinted from the part before: 7 compounds; new compounds follow.
Under each structure: hERG WT inh | KCNH2 3.1 block
> COc1ccc(-c2ccc(CN3C(CC(C)C)C(=O)N(Cc4cn(CCC5OCCCO5)nn4)CCS3(=O)=O)cc2)cc1OC (centres undefined)
    -13 | -5
> Nc1ccc2c(c1)C(=O)CCC2
    9 | 13
> Nc1c(CNCc2nnn(Cc3ccccc3)c2N)nnn1Cc1ccccc1
    -5 | 3
> CC(C)C[C@H]1COc2cc(Br)ccc2S(=O)(=O)N1
    2 | 3
> CCOc1ccc(C(=O)COC(=O)Cn2[nH]c(=O)c3ccccc3c2=O)cc1
    3 | 9
> CCN(C(=O)CN1C(=O)S/C(=C\c2ccccc2Cl)C1=O)C1CCS(=O)(=O)C1 (centres undefined)
    3 | 0
> CCN(CC)S(=O)(=O)c1ccc(C(=O)NC(=S)N2CCCCC2C)cc1 (centres undefined)
    -2 | 3
> O=C(Nc1cccc(-c2ccc(N3CCOCC3)nn2)c1)c1cccc(Cl)c1
    -4 | 0
> COC(=O)CCC(C)C1CCC2C3C(OC(C)=O)CC4CC(O)CCC4(C)C3CC(O)C12C (centres undefined)
    -2 | 16
> C[C@H]1CN([C@@H](C)CO)C(=O)CCCn2nncc2CO[C@H]1CN(C)S(=O)(=O)c1ccc(Oc2ccccc2)nc1
    -2 | -2
> C[C@H]1CN([C@@H](C)CO)C(=O)c2cc(C3=CCCCC3)cnc2O[C@@H]1CN(C)C(=O)Cc1ccccc1
    4 | -7
> O=C(O)CCCN1C(=O)C2C3CCC(C3)C2C1=O (centres undefined)
    0 | 0
> C=CCNC(=S)N1CCC2CC1c1c(Cl)cccc12 (centres undefined)
    -4 | -5
> COc1ccc(C(=O)CC(C(=O)O)c2ccc3c(c2)OCO3)cc1OC (centres undefined)
    -2 | -1
> CC(C)CN1C(=O)C(=O)N(CC(=O)NCCCc2ccccc2)C1=O
    1 | 15
> CN(C)CCNC(=O)C(=O)NCC1OCCN1S(=O)(=O)c1ccc(F)cc1 (centres undefined)
    13 | 14
> CSc1nc(N)c(C(=O)N(c2ccccc2)c2ccccc2)s1
    3 | 6
> COc1cccc2c1OC1(N3CCOCC3)CCCCC1C2C[N+](=O)[O-] (centres undefined)
    -2 | -2
> Cc1cccc(NC(=O)C(=O)NCC2CCCN2S(=O)(=O)c2cccs2)c1 (centres undefined)
    -6 | -5
> COCOCCn1cc(CN2CCS(=O)(=O)N(Cc3ccc(-c4ccc(F)nc4)cc3)C(C)C2=O)nn1 (centres undefined)
    -31 | -12

High-throughput results from PubChem BioAssay.

The list is partial, so the mix of outcomes need not match the whole.
